# IDH1 R132H inh: blocks human IDH1 R132H reductase activity | O75874 | diaphorase/resazurin fluorescence, 60 min | inhibition, % at 10 µM | actives 0.18% (n = 70,000) | AID 624101; in the data active = inhibition above about 34%;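 note: 0% = DMSO and 100% = no enzyme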
# PRC2 inh: blocks human EZH2/PRC2 H3K27 methylation; Q15910; actives 0.35% (n = 57,000); DELFIA TRF, 1 h; inhibition, % at 12.5 µM; AID 651548;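 active = mean inhibition of replicates at least 50% and every single replicate also reaching 50%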;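 note: dimethyl H3K27 on biotinylated H3 21-44 peptide detected by antibody; plate controls were median neutral control wells for no effect and median positive control wells for full effect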
# Target sequence (Q15910 whole entry, looked up): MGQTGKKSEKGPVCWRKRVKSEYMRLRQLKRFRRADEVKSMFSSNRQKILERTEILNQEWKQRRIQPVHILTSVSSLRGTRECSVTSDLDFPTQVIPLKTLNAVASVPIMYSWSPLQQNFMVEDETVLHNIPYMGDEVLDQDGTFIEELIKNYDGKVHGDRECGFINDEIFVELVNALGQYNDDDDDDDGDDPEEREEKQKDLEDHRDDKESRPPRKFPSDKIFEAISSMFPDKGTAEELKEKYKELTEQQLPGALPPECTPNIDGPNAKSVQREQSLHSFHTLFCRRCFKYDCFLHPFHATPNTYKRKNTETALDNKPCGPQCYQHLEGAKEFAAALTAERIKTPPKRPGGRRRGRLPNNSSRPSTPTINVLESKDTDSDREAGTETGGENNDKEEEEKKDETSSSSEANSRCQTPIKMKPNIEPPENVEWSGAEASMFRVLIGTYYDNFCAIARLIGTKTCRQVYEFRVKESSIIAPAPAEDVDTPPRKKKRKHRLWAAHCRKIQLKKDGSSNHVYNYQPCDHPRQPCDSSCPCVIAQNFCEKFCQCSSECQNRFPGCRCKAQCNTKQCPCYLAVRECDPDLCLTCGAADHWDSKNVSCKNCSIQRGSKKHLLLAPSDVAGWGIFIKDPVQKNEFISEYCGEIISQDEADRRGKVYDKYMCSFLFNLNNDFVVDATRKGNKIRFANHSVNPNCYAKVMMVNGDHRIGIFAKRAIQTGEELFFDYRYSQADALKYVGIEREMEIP
# Active calls of the source: *; · = not tested or not shown; & = joins results of further samples. This is a subset; count on the stated rates, not on these rows.
# Every second line gives: IDH1 R132H inh, PRC2 inh
Cn1c(=O)c2c(nc(NCCN)n2C)n(C)c1=O
 : 0.0, -5.8
CCCN1C[C@H](C)[C@H](OC)CN(C)C(=O)c2ccc(NC(=O)COC)cc2OC[C@H]1C
 : 0.1, -6.2
Cc1ccc(S(=O)(=O)NCC[C@H]2CC[C@@H](NC(=O)Nc3ccccc3F)[C@@H](CO)O2)cc1
 : -0.3, 5.3
C[C@H]1CN([C@@H](C)CO)S(=O)(=O)c2ccc(C#CC3(O)CCCC3)cc2O[C@@H]1CN(C)C
 : -1.7, -0.8
CCCC#Cc1cnc2c(c1)C(=O)N([C@H](C)CO)C[C@H](C)[C@@H](CN(C)C(=O)Cc1cccnc1)O2
 : 2.4, ·
CO[C@@H]1CN(C)C(=O)c2ccc(NS(=O)(=O)c3ccc(Cl)cc3)cc2OC[C@@H](C)NC[C@@H]1C
 : 0.1, 16.8
COc1ccc(S(=O)(=O)Nc2cccc3c2O[C@@H](CN(C)C(=O)Nc2ccc(C(F)(F)F)cc2)[C@@H](C)CN([C@@H](C)CO)C3=O)cc1
 : 2.9, ·
CCCC(=O)Nc1ccc2c(c1)C(=O)N(C)C[C@H](OC)[C@H](C)CN(Cc1ccc(-c3ccccn3)cc1)[C@H](C)CO2
 : -0.2, -7.6
C[C@H](CO)N1C[C@H](C)[C@H](CN(C)Cc2ccc(C(=O)Nc3ccccc3N)cc2)Oc2ccc(N(C)C)cc2C1=O
 : ·, -10.1
CN(C)C(=O)C[C@@H]1C=C[C@H](NC(=O)C2CCC2)[C@@H](CO)O1
 : 0.4, -3.0
Cc1noc(C)c1NC(=O)N(C)C[C@@H]1Oc2c(NC(=O)C3CCOCC3)cccc2C(=O)N([C@H](C)CO)C[C@H]1C
 : 0.7, ·
CCCNC(=O)C[C@@H]1C[C@@H]2c3cc(NS(C)(=O)=O)ccc3O[C@@H]2[C@H](CO)O1
 : -0.6, 0.6
C[C@H]1CCCCO[C@@H](CN(C)CC2CCCCC2)[C@@H](C)CN([C@@H](C)CO)C(=O)c2cc(NS(=O)(=O)c3ccc(Cl)cc3)ccc2O1
 : 4.1, ·
C[C@H]1CN([C@@H](C)CO)C(=O)c2cccc(NC(=O)Nc3ccc(F)cc3)c2O[C@@H]1CN(C)Cc1ccc(Oc2ccccc2)cc1
 : 2.3, ·
C[C@H]1CN([C@@H](C)CO)C(=O)c2cc(-c3ccccc3F)cnc2O[C@H]1CN(C)C(=O)c1cnccn1
 : -0.6, 1.0
CC(=O)N(C)C[C@@H]1Oc2ncc(C#Cc3cccc(F)c3)cc2C(=O)N([C@@H](C)CO)C[C@H]1C
 : -0.1, 4.2
CCCNC(=O)C[C@H]1C[C@H]2c3cc(NC(=O)C4CCOCC4)ccc3O[C@H]2[C@@H](CO)O1
 : 0.0, 2.9
Cc1noc(C)c1NC(=O)N(C)C[C@H]1Oc2c(NC(=O)Nc3ccc(F)cc3)cccc2C(=O)N([C@@H](C)CO)C[C@@H]1C
 : 3.3, ·
C[C@H](CO)N1C[C@H](C)[C@H](CN(C)CC2CCCCC2)Oc2c(NC(=O)CCCCCC(=O)Nc3ccccc3N)cccc2C1=O
 : 1.0, 1.5
O=C(Nc1ccccc1C(=O)N1CCOCC1)c1noc2c1CCCC2
 : -0.3, -12.2
C[C@H](CO)N1C[C@H](C)[C@@H](CN(C)Cc2ccncc2)Oc2cc(C#CC(C)(C)O)ccc2S1(=O)=O
 : 1.0, -5.3
C[C@H](CO)N1C[C@H](C)[C@H](CN(C)Cc2ccc(Cl)c(Cl)c2)Oc2ccc(NC(=O)Cn3cnnn3)cc2CC1=O
 : ·, -4.4
COc1ccc(-c2cnc3c(c2)C(=O)N([C@H](C)CO)C[C@H](C)[C@H](CN(C)C(=O)Nc2ccc4c(c2)OCO4)O3)cc1
 : -0.3, ·
O=C(NCc1cc2ccccc2s1)C1CN(C(c2ccccc2)c2ccccc2)C1
 : -0.9, 19.5
CC(C)NC(=O)Nc1ccc2c(c1)C(=O)N([C@H](C)CO)C[C@H](C)[C@H](CN(C)Cc1ccc3c(c1)OCO3)O2
 : 1.5, ·
C[C@@H]1CN([C@H](C)CO)C(=O)c2cc(Br)cnc2O[C@@H]1CN(C)C(=O)c1ccc(F)cc1
 : 0.2, 2.9
Cc1ccccc1S(=O)(=O)NCC[C@@H]1CC[C@H](NC(=O)C2CCCCC2)[C@H](CO)O1
 : 0.0, -1.4
O=C(C[C@@H]1C=C[C@@H](NC(=O)Nc2cc(F)ccc2F)[C@H](CO)O1)NCc1ccc2c(c1)OCO2
 : -0.2, 1.7
C[C@@H]1CCCCO[C@H](CN(C)C(=O)Cc2ccccc2)[C@@H](C)CN([C@H](C)CO)C(=O)c2cc(NC(=O)Nc3cccc4ccccc34)ccc2O1
 : -1.4, ·
CCCN(C)C[C@H]1Oc2cc(-c3cncnc3)ccc2S(=O)(=O)N([C@@H](C)CO)C[C@H]1C
 : 0.2, -1.5
COc1ccc(NC(=O)N(C)C[C@H]2OCCCC[C@@H](C)Oc3ccc(NC(=O)C4CCCCC4)cc3C(=O)N([C@H](C)CO)C[C@@H]2C)cc1
 : -1.4, ·
COc1ccc(NC(=O)Nc2ccc3c(c2)C(=O)N([C@H](C)CO)C[C@@H](C)[C@H](CN(C)C(=O)Nc2ccccc2)OCCCC[C@@H](C)O3)cc1
 : 1.2, ·
COc1ccc(S(=O)(=O)N(C)C[C@@H]2OCCCC[C@@H](C)Oc3ccc(NC(=O)Nc4ccc(C(F)(F)F)cc4)cc3C(=O)N([C@H](C)CO)C[C@H]2C)cc1
 : 0.8, ·
CO[C@H]1CN(C)C(=O)c2cc(NS(C)(=O)=O)ccc2OC[C@@H](C)N(C(=O)C2CC2)C[C@H]1C
 : -0.1, 2.4
C[C@H]1CN([C@@H](C)CO)C(=O)c2cc(NC(=O)C3CC3)ccc2O[C@H]1CN(C)Cc1ccc(C(=O)Nc2ccccc2N)cc1
 : 0.4, -7.5
COc1ccc(-c2nnc(SCc3csc(N)n3)n2C)cc1
 : 0.3, 0.5
Cc1ccc(/C=N/NC(=O)CCCCC(=O)NO)o1
 : 0.4, 12.1
COc1ccc(NC(=O)N(C)C[C@@H]2Oc3c(NC(=O)C4CCOCC4)cccc3C(=O)N([C@H](C)CO)C[C@H]2C)cc1
 : ·, -18.4
COCC(=O)Nc1ccc2c(c1)OC[C@@H](C)N(C(=O)Cc1ccccn1)C[C@H](C)[C@@H](OC)CN(C)C2=O
 : 0.2, 6.2
C=C(C)[C@@H]1CC=C(/C=N/NC(=O)CCCCCCC(=O)O)CC1
 : -0.2, 3.6
CN(C)c1nc(OCC(=O)Nc2ccc(Cl)cc2)nc(N(C)C)n1
 : 1.3, 14.5
C[C@H](CO)N1C[C@H](C)[C@@H](CN(C)CC2CCCCC2)OCCCC[C@H](C)Oc2ccc(NS(C)(=O)=O)cc2C1=O
 : 2.0, 10.0
C[C@H](CO)N1C[C@H](C)[C@H](CN(C)Cc2ccncc2)Oc2ncc(Br)cc2C1=O
 : 1.0&1.8, -27.0&-13.2
Cc1noc(C)c1NC(=O)N(C)C[C@H]1Oc2c(NC(=O)c3cnccn3)cccc2C(=O)N([C@@H](C)CO)C[C@@H]1C
 : 1.0, ·
C[C@@H]1CN([C@@H](C)CO)C(=O)c2cccc(NC(=O)CCCCCC(=O)Nc3ccccc3N)c2O[C@H]1CN(C)S(=O)(=O)c1cn(C)cn1
 : ·, 8.6
C[C@@H]1CCCCO[C@@H](CN(C)S(=O)(=O)c2ccc(F)cc2)[C@@H](C)CN([C@H](C)CO)C(=O)c2cc(N(C)C)ccc2O1
 : 4.6, -3.1
C[C@H](CO)N1C[C@H](C)[C@@H](CN(C)CC2CC2)OCCCC[C@H](C)Oc2ccc(NC(=O)c3ccncc3)cc2C1=O
 : ·, -3.1
C[C@@H]1CN([C@@H](C)CO)C(=O)c2cc(NS(=O)(=O)c3ccccc3)ccc2O[C@@H]1CN(C)S(=O)(=O)c1ccccc1
 : 4.3, ·
COc1ccc(C(=O)Nc2ccc(C(=O)NCc3ccco3)cc2)cc1
 : 0.2, -8.5
C[C@@H]1CN([C@H](C)CO)C(=O)c2cc(C#Cc3ccccn3)cnc2O[C@@H]1CN(C)Cc1ccncc1
 : 3.2, 13.9

# Continued.
# Every second line gives: IDH1 R132H inh, PRC2 inh
C[C@@H]1CCCCO[C@H](CN(C)Cc2ccccc2)[C@@H](C)CN([C@H](C)CO)C(=O)c2cc(NC(=O)Cc3ccccc3)ccc2O1
 : -0.5, ·
C[C@@H]1CN([C@H](C)CO)C(=O)Cc2cc(NC(=O)Nc3ccccc3)ccc2O[C@H]1CN(C)CC1CCCCC1
 : 0.0, ·
CC1=C(C(=O)Nc2ccccc2C)C(c2cccnc2)n2nc(CCCO)nc2N1 (stereo not given)
 : -0.1, -16.4
COc1ccc(CN(C)C[C@@H]2Oc3ccc(NS(=O)(=O)c4c(C)noc4C)cc3CC(=O)N([C@@H](C)CO)C[C@@H]2C)cc1
 : -0.8, ·
C[C@H](CO)N1C[C@H](C)[C@@H](CN(C)CC2CCCCC2)Oc2c(NC(=O)Nc3ccc(C(F)(F)F)cc3)cccc2C1=O
 : 1.4, ·
C[C@@H]1CN([C@@H](C)CO)C(=O)CCCn2cc(nn2)CO[C@H]1CN(C)Cc1cccnc1
 : 0.7, -4.4
COc1ccc(CN(C)C[C@@H]2Oc3c(NS(=O)(=O)c4c(C)noc4C)cccc3C(=O)N([C@H](C)CO)C[C@@H]2C)cc1
 : -1.1, ·
O=C1CC(N(Cc2ccco2)C(=O)Nc2ccc(F)cc2)C(=O)N1c1ccc(F)cc1 (stereo not given)
 : 0.2, 3.3
COc1ccc(CN(C)C[C@H]2Oc3ccc(NC(=O)C4CC4)cc3CC(=O)N([C@@H](C)CO)C[C@@H]2C)cc1
 : 1.6, 3.4
C[C@H](CO)N1C[C@H](C)[C@@H](CN(C)C(=O)Cc2ccccc2)OCc2ccccc2-c2ccccc2C1=O
 : -2.6, -5.6

# Fetched by compound from the entries so far:
# Every second line gives: IDH1 R132H inh, PRC2 inh
COc1ccc(CN(C)C[C@H]2Oc3ccc(NC(=O)C4CC4)cc3CC(=O)N([C@@H](C)CO)C[C@@H]2C)cc1
 : 1.6, 3.4
C[C@H](CO)N1C[C@H](C)[C@@H](CN(C)C(=O)Cc2ccccc2)OCc2ccccc2-c2ccccc2C1=O
 : -2.6, -5.6
COc1ccc(CN(C)C[C@@H]2Oc3ccc(NS(=O)(=O)c4c(C)noc4C)cc3CC(=O)N([C@@H](C)CO)C[C@@H]2C)cc1
 : -0.8, ·
C[C@@H]1CN([C@H](C)CO)C(=O)Cc2cc(NC(=O)Nc3ccccc3)ccc2O[C@H]1CN(C)CC1CCCCC1
 : 0.0, ·
COc1ccc(CN(C)C[C@@H]2Oc3c(NS(=O)(=O)c4c(C)noc4C)cccc3C(=O)N([C@H](C)CO)C[C@@H]2C)cc1
 : -1.1, ·
C[C@@H]1CCCCO[C@H](CN(C)Cc2ccccc2)[C@@H](C)CN([C@H](C)CO)C(=O)c2cc(NC(=O)Cc3ccccc3)ccc2O1
 : -0.5, ·

# Carrying on.
# Every second line gives: IDH1 R132H inh, PRC2 inh
COc1ccc(NC(=O)N(C)C[C@@H]2Oc3ccc(NC(=O)Nc4ccc5c(c4)OCO5)cc3C(=O)N([C@H](C)CO)C[C@@H]2C)cc1
 : 1.3, ·
COc1ccccc1C(=O)Nc1ccc2c(c1)OC[C@@H](C)N(CC1CC1)C[C@H](C)[C@H](OC)CN(C)C2=O
 : -0.2, 7.7
CCOC(=O)c1sc(N2C(=O)C(=O)C(C(=O)c3ccc(C)cc3)C2c2ccc(C)o2)nc1C (stereo not given)
 : 0.9, ·
Cc1ccccc1S(=O)(=O)N[C@@H]1CC[C@@H](CCn2cc(-c3ccccc3)nn2)O[C@@H]1CO
 : -0.3, -7.7
C[C@@H]1CN([C@H](C)CO)C(=O)c2cccc(NC(=O)C3CCOCC3)c2O[C@H]1CN(C)Cc1ccncc1
 : ·, -8.4
C[C@@H]1CN([C@H](C)CO)C(=O)Cc2cc(NC(=O)C3CCCCC3)ccc2O[C@H]1CN(C)S(=O)(=O)c1ccc(Cl)cc1
 : 1.8, ·
O=C(CN1CCOCC1)NCC[C@H]1CC[C@H](NC(=O)Nc2ccc(C(F)(F)F)cc2)[C@@H](CO)O1
 : -0.1, -0.9
Cc1c(NC(=O)Cn2ccc([N+](=O)[O-])n2)c(=O)n(-c2ccccc2)n1C
 : 1.0, 7.7
C[C@H](CO)N1C[C@H](C)[C@@H](CN(C)CC2CCCCC2)Oc2ccc(NS(C)(=O)=O)cc2CC1=O
 : 4.4, -15.6
COc1ccc(NC(=O)N(C)C[C@H]2Oc3ccc(NC(=O)C4CC4)cc3C(=O)N([C@H](C)CO)C[C@H]2C)cc1
 : ·, 2.8
O=C(CCN1C(=O)c2ccccc2S1(=O)=O)Nc1cccc(Cl)c1Cl
 : 0.0, -5.6
CCCC#Cc1cnc2c(c1)C(=O)N([C@H](C)CO)C[C@@H](C)[C@H](CN(C)Cc1ccncc1)O2
 : 3.2, 10.1
C[C@@H]1CN([C@@H](C)CO)C(=O)CCCn2cc(nn2)CO[C@@H]1CN(C)Cc1ccccc1
 : 2.1, -2.2
O=C(O)c1cc(NC(=O)C2CCCO2)cc(C(=O)O)c1 (stereo not given)
 : 0.1, 12.9
Cc1ccc(C(=O)N(CC(N)=O)CC(N)=O)cc1
 : 0.2, -8.0
Cc1ccc(C)c(-c2csc(N)c2C#N)c1
 : -0.4, 17.0
C[C@@H]1CN([C@H](C)CO)C(=O)Cc2cc(NC(=O)Nc3ccc4c(c3)OCO4)ccc2O[C@H]1CN(C)S(C)(=O)=O
 : 0.4, ·
C[C@H]1CN([C@@H](C)CO)C(=O)Cc2cc(NC(=O)CCCN(C)C)ccc2O[C@H]1CN(C)S(=O)(=O)c1ccc(F)cc1
 : -7.0, 4.3
C[C@H](CO)N1C[C@H](C)[C@@H](CN(C)Cc2ccc(Cl)c(Cl)c2)Oc2ccc(NS(C)(=O)=O)cc2CC1=O
 : -10.5, -3.7
O=C(C[C@H]1CC[C@H](NS(=O)(=O)c2ccccc2)[C@H](CO)O1)N1CCc2ccccc2C1
 : -0.2, 6.7
COc1ccc(NC(=O)N[C@@H]2CC[C@@H](CCNC(=O)CN3CCOCC3)O[C@@H]2CO)cc1
 : 0.3, -2.8

# Source: PubChem (Broad Institute)
